a7 integrin act = activators of alpha7 integrin expression for muscular dystrophy; Potency, µM (highest dose often 38.3 µM), for the others: at the highest dose activation, actives largely listed as activators; 350,000 tested, 0.064% active; alpha7betagal myoblasts, beta-gal FDG fluorescence, 48 h;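 also: potency is read from the fitted curve at half-maximal effect; 100% = response of the positive control SU9516; nearly all actives have a fitted effect of over 60% in size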
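alpha7betagal+/- myoblasts (passage 13, 250/well) treated 48 h at 37C with compounds at 1:260 dilution of DMSO stock. Lysed, then beta-galactosidase activity read as FDG fluorescence (ex 480/em 540) after 30 min, with pre-read for autofluorescence.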
uPA generation = cell surface uPA generation inhibition; AID 540303; Potency, µM (doses to about 38.3 µM), inactives show top-dose activity change, negative = inhibition, hits mostly inhibitors; cell surface uPA generation assay, qHTS; 330,000 tested, 0.31% active; active = well fitted inhibition curve with a large enough effect; inconclusive = small, poorly fitted or top-dose-only effect; inactive = no such curve, though single readings can be large or run the other way; tested in mouse RAW 264.7 cells; also: potency is read from the fitted curve at half-maximal effect; % is scaled to controls: 0 for no effect and ±100 for the full control effect; nearly all actives have a fitted effect of over 55% in size
BRCA1 expr act = activators of BRCA1 expression. MCF7-BRCA1-FFLuc reporter, luminescence, 48 h; response scale: scaled: vehicle 0%, 10 µM genistein 100%. Potency, µM (doses to about 46.1 µM), for the others: at the highest dose activation, most hits filed as activators. 380,000 tested, 1.1% active. AID 624202; also: potency is read from the fitted curve at half-maximal effect; nearly all actives have a fitted effect of over 80% in size; some results filed as inactive show a strong effect at the top dose
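Luminescence from a BRCA1-driven firefly luciferase in MCF7 cells was read after 48 h compound exposure at 37 C. Data normalized against DMSO and a 10microM genistein activation control, then curve-fitted across the titration.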
TRPV1 agonist = activates the human vanilloid receptor TRPV1; Q8NER1; TRPV1-expressing cells, Fluo-8 calcium influx, agonist mode; activation, % at 8.33 µM; 320,000 tested, 0.19% active; in the data active = activation above about 80%; inconclusive = between about 30% and that limit; also: 0% is about no effect
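TRPV1-expressing cells were cultured overnight at 35.5C and loaded with Fluo-8 calcium dye for 40 to 90 min at room temperature. After a 10 s baseline, compound was added and calcium influx was read kinetically for 3 min (ex 480/em 520 nm).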
TSG101-PTAP inh = blocks PTAP/TSG101 interaction to inhibit HIV-1 budding; 340,000 tested, under 10 active; Fluorescence polarization, FITC-PTAP peptide / Tsg101 binding; Q99816; Potency, µM (titrated, usually from 115 µM), without a hit: at the highest dose activity change, negative = inhibition, usual class: inhibitors; active = well fitted inhibition curve with a large enough effect in the main read-out, with a control signal flat, not every such curve was filed as active; inconclusive = small, poorly fitted or top-dose-only effect, or effect the other way, or a change in a side signal; inactive = no such curve, though single readings can be large or run the other way; also: potency is read from the fitted curve at half-maximal effect; % of control where 0% means no effect
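Compounds were pin-transferred onto Tsg101 binding domain (10 uM final) in HEPES pH 7.5 buffer, then FITC-PTAP peptide was added at 50 nM final. After 20 min at RT, polarization reported peptide displacement across a qHTS concentration series.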
USP2a inh = USP2a (human) protease inhibition. Potency, µM (titrated, usually from 38.3 µM), without a hit: top-dose activity change, negative = inhibition, hits mostly inhibitors. 330,000 tested, 0.01% active. AID 463254. USP2 core, Ub-CHOP2 coupled fluorogenic reporter, 485/531. O75604;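 also: potency is read from the fitted curve at half-maximal effect; plate controls were DMSO wells for no effect and full inhibition by NEM control for full effect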
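USP2 core (10nM final) preincubated 30min RT with compound in 20mM Tris-HCl pH 8.0, 2mM CaCl2, 2mM beta-mercaptoethanol, 0.05% CHAPS; 25nM Ub-CHOP2 plus 25nM reporter substrate added, fluorescence (Ex485/Em531) read after 60min.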
Eya2 phos inh = Eya2 (human) phosphatase inhibition | O00167 | recombinant Eya2, OMFP fluorescence dephosphorylation (OMFP is methylfluorescein phosphate) | Potency, µM (series often up to 76.9 µM), for inactives: top-dose activity, negative = inhibition, most hits filed as inhibitors | 330,000 tested, 0.006% active | AID 488837; also: potency is read from the fitted curve at half-maximal effect; % is scaled to controls: 0 for no effect and ±100 for the full control effect
Target sequence (O00167 whole entry, looked up): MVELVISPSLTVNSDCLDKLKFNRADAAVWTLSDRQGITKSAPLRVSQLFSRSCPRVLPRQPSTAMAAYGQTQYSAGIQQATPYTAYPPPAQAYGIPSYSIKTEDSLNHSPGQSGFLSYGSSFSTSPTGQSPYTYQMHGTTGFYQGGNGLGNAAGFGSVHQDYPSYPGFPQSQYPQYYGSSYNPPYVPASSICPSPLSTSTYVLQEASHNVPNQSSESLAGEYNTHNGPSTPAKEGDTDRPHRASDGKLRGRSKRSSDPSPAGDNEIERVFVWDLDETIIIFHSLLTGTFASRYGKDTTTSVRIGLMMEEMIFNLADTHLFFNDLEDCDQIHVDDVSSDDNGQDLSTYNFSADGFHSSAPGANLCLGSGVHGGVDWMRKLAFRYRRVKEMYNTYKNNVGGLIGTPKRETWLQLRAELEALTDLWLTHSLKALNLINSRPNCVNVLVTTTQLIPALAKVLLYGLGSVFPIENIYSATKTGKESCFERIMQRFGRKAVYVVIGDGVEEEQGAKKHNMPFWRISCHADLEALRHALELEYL
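Eya2 (0.2 uM) preincubated 10 min at ambient with compound, then OMFP substrate added at 50 uM; 10 min reaction in 50 mM HEPES pH 7.5, 50 mM NaCl, 5 uM MgCl2, 0.05% BSA, 1 mM DTT. Fluorescence read at Ex 485/Em 525 nm.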
B2AR arrestin = beta2AR (human) beta-arrestin recruitment activity | P07550 | beta-arrestin recruitment to beta2AR, cell-based reporter | Potency, µM (titrated, usually from 46.1 µM), without a hit: at the highest dose activation, most hits filed as activators | 330,000 tested, 0.02% active;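 also: potency is read from the fitted curve at half-maximal effect; 0% = DMSO controls and full agonism = EC100 isoproterenol or metaproterenol; nearly all actives have a fitted effect of over 65% in size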
Target sequence (P07550 whole entry, looked up): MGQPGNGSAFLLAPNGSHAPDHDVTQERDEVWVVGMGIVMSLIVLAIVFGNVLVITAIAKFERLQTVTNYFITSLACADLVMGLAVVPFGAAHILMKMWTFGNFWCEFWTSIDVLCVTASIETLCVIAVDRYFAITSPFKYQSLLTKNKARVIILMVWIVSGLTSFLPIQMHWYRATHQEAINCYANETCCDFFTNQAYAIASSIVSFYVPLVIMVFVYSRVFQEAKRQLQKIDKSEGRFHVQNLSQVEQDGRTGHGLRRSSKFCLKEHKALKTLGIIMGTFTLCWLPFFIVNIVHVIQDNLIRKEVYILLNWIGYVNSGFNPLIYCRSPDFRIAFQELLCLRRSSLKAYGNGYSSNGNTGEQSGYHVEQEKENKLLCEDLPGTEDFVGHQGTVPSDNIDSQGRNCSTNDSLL
ELG1 genotox = genotoxicity induction in ELG1-luciferase HEK293T cells. 330,000 tested, 1.3% active. Potency, µM (titrated, usually from 46 µM), for inactives: at the top dose activity change, positive = activation, most hits filed as activators. AID 504466. HEK293T ELG1-luciferase reporter, luminescence, 16 h; also: potency is read from the fitted curve at half-maximal effect; % of control where 0% means no effect; nearly all actives have a fitted effect of over 60% in size
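Screening used a luciferase reporter fused to human ELG1 in HEK293T cells. Luminescence was read on a CCD plate imager after 16 hr exposure and 30 min ONE-Glo incubation.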
S-ASM inh = blocks human secretory acid sphingomyelinase. P17405. placental ASM, HMU-PC fluorogenic substrate, 60 min. Potency, µM (series often up to 57.5 µM), inactives show top-dose activity change, negative = inhibition, most hits filed as inhibitors. 340,000 tested, 0.006% active. AID 504937; also: potency is read from the fitted curve at half-maximal effect
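Human placenta-derived ASM preincubated with compound 10 min at room temperature, then reacted with 9 uM (final) fluorogenic HMU-PC substrate for 60 min at 37 C. Stop solution raises pH to 10; fluorescence read at Ex 386/Em 447 nm.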
p53 reactivator = re-activators of mutant p53; H1299 p53-A138V BP100-luciferase reporter, luminescence, 24 h; Potency, µM (highest dose often 92.2 µM), for inactives: at the highest dose activity change, positive = activation, most hits filed as activators; 320,000 tested, 0.063% active; also: potency is read from the fitted curve at half-maximal effect; % of control where 0% means no effect; nearly all actives have a fitted effect of over 45% in size
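H1299 (p53-null), stable ts p53-A138V + BP100-Luc; 1000 cells/well, Opti-MEM/10% FBS; cpd 4 pt, 1:5; 24 h, 37 deg C, 5% CO2; detection reagent 10 min RT; luminescence.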
An asterisk follows results filed as active; u = inconclusive; x = not tested or not shown; [ ] = dose if it differs, or a comment. Unless noted, calls follow the shape of the dose curve; as a rule, active = well fitted curve in the direction sought with a large enough effect; inconclusive = small, poorly fitted or top-dose-only effect, or another doubt; inactive = no such curve, though single readings can be large; an effect the other way counts as inactive or inconclusive. Outcome played no part in choosing rows; 2.6% or so of the library scored in one or more.

smiles	a7 integrin act	uPA generation	BRCA1 expr act	TRPV1 agonist	TSG101-PTAP inh	USP2a inh	Eya2 phos inh	B2AR arrestin	ELG1 genotox	S-ASM inh	p53 reactivator
CCOc1ccc(CCNC(=O)Cc2ccc(NC(=O)C3=C(C)OCCS3)cc2)cc1	-19%	u	18%	1	-6%	0%	10%	0.5%	7%	0%	-2%
CCN(C(=O)c1cc(Cl)ccc1OC)c1ccccc1C	-8%	4%	-6%	1	-2%	-1%	-2%	0.1%	0%	1%	-6%
COc1ccc(OCCOC(=O)CNC(=O)c2ccc(C)cc2)cc1	22%	0%	23%	-2	-2%	-1%	-8%	-0.7%	-3%	-3%	6%
CCCCc1ccc(NC(=S)NCc2ccccc2OC)cc1	8%	0%	5%	u	1%	1%	0%	0.0%	-7%	1%	2%
CN(C)S(=O)(=O)c1ccc2nnn(OCC(=O)NC34CC5CC(CC(C5)C3)C4)c2c1	-22%	13%	-32%	8	-1%	4%	-5%	-0.8%	0%	1%	-6%
COc1ccc(-c2cc(=O)[nH]c(NCc3ccccc3)n2)cc1	11%	5%	6%	-2	x	1%	-10%	-0.3%	0%	-10%	4%
COc1cccc(NC(=O)COC(=O)c2ccco2)c1	16%	2%	-15%	-1	-5%	3%	-2%	0.7%	0%	3%	u
Cc1cc(=O)n2nc(N3CCCC(C(=O)N4CCOCC4)C3)sc2n1 (centres undefined)	13%	0%	-18%	-2	-1%	1%	-6%	-0.1%	-3%	5%	2%
CCO[C@@H]1OC(C(=O)N2CCN(Cc3ccc4c(c3)OCO4)CC2)=C[C@H](C)[C@H]1CCCO	10%	7%	-20%	1	-2%	-7%	-4%	-0.1%	2%	7%	-3%
CCN(C[C@H]1N[C@@](Cc2ccccc2)(C(=O)OC)[C@H]2C(=O)N(C)C(=O)[C@@H]12)C(=O)Nc1ccc(C)cc1	18%	-2%	6%	x	-3%	1%	-7%	-0.3%	4%	-3%	4%
CCC(C)(C)n1nnnc1CN1CCN(C(c2ccccc2)c2ccccc2)CC1	11%	2%	-28%	8	-7%	-9%	1%	0.0%	-13%	-3%	10%
O=C1CC2CS(=O)(=O)CC2N1c1ccc(Cl)cc1Cl (centres undefined)	8%	-4%	-18%	2	-6%	2%	4%	-0.3%	-1%	3%	-5%
COc1ccc(CCNC(=O)COC(=O)c2cnccn2)cc1	7%	1%	35%	x	-5%	-4%	-25%	0.2%	-1%	-1%	4%
O=[N+]([O-])c1csc2ccccc12	2%	3%	-12%	x	-1%	x	x	x	x	4%	x
Cc1[nH]c2ccccc2c1C(=O)CN1CCCC1	-19%	11%	0%	-3	-6%	-7%	16%	-0.8%	-7%	0%	2%
Cc1ccccc1-n1nc2c(c1NC(=O)c1ccc(S(=O)(=O)N(C)C)cc1)CSC2	10%	11%	1%	1	-2%	4%	-25%	0.3%	0%	-2%	11%
CC(C)COc1ccc(C(=O)N/C(=C/c2cccc([N+](=O)[O-])c2)C(=O)O)cc1	31%	-5%	-2%	-3	u	4%	23%	-0.4%	2%	2%	-3%
CN(C)S(=O)(=O)c1ccc(Cl)c(NC(=O)CSc2nnnn2-c2ccc(O)cc2)c1	-24%	2%	-22%	-2	1%	0%	-13%	0.1%	-5%	0%	-6%
Cc1ccc(NC(=O)CCC(=O)NNC(=O)NC23CC4CC(CC(C4)C2)C3)cc1C	-8%	1%	-4%	20	-3%	-8%	-7%	-1.0%	-3%	-2%	-3%
O=C(/C=C\c1ccccc1)Nc1ccc(NC(=O)c2ccco2)cc1	2%	0%	61%	3	2%	-2%	-11%	-0.2%	18%	-2%	0%
CCC(=O)NC(Nc1cc(C)cc(C)n1)(C(F)(F)F)C(F)(F)F	22%	2%	0%	2	-3%	0%	2%	-0.7%	0%	6%	5%
COc1cc(C(=O)COC(=O)C2CCN(c3ccc(C(F)(F)F)cn3)CC2)ccc1OC(F)F	-8%	-2%	-2%	5	1%	2%	-2%	-0.4%	10%	-3%	0%
CCOC(=O)c1nn(-c2cccc(OC)c2)c2nc(Nc3ccccc3)cc(=O)n12	-38%	-1%	-26%	19	5%	0%	2%	-1.4%	-1%	-11%	-25%
CCCc1cc(=O)[nH]c(SCC(=O)Nc2cccc(S(=O)(=O)N3CCOCC3)c2)n1	9%	-8%	17%	-1	-3%	1%	-6%	-0.4%	-1%	3%	-4%

Filtered by structure: the entries above with an NH in an aromatic ring.
smiles	a7 integrin act	uPA generation	BRCA1 expr act	TRPV1 agonist	TSG101-PTAP inh	USP2a inh	Eya2 phos inh	B2AR arrestin	ELG1 genotox	S-ASM inh	p53 reactivator
COc1ccc(-c2cc(=O)[nH]c(NCc3ccccc3)n2)cc1	11%	5%	6%	-2	x	1%	-10%	-0.3%	0%	-10%	4%
Cc1[nH]c2ccccc2c1C(=O)CN1CCCC1	-19%	11%	0%	-3	-6%	-7%	16%	-0.8%	-7%	0%	2%
CCCc1cc(=O)[nH]c(SCC(=O)Nc2cccc(S(=O)(=O)N3CCOCC3)c2)n1	9%	-8%	17%	-1	-3%	1%	-6%	-0.4%	-1%	3%	-4%

Next part
smiles	a7 integrin act	uPA generation	BRCA1 expr act	TRPV1 agonist	TSG101-PTAP inh	USP2a inh	Eya2 phos inh	B2AR arrestin	ELG1 genotox	S-ASM inh	p53 reactivator
CC1CCN(C(=O)c2ccc(-c3ccccc3Cl)o2)CC1	40%	-3%	u	u	-5%	3%	18%	3.3%	u	-1%	u
O=C(NCc1ccncc1)c1cc2ccccc2nc1Cl	14%	1%	0%	1	0%	4%	-23%	0.0%	0%	2%	-2%
COc1ccccc1N(C(=O)c1snc(C(N)=O)c1N)C(C(=O)NC1CCCC1)c1ccc2ncccc2c1 (centres undefined)	-61%[inhibitor]	-2%	-54%	11	-5%	2%	3%	-0.8%	6%	x	-5%
O=C1CCC(=O)N1c1nc2n(n1)C(c1ccccc1)C=C(c1ccc(Br)cc1)N2 (centres undefined)	13%	-5%	-1%	-7	-13%	25%	28%	0.1%	-5%	10%	-5%
CCCCOc1ccc(NS(=O)(=O)c2ccc(-n3cnnn3)cc2)cc1	-2%	-8%	-2%	-3	-5%	2%	1%	0.2%	0%	-1%	5%
COc1ccccc1C(=O)NCC(=O)OCC(=O)Nc1cccc(S(=O)(=O)N2CCCCCC2)c1	-8%	0%	-4%	8	3%	1%	5%	0.2%	0%	-5%	-2%
CC(=O)Nc1cccc(NC(=O)CSc2ccc(-c3ccco3)nn2)c1	u	-9%	0%	0	-7%	-1%	4%	0.2%	10%	-2%	11%
O=C(Nc1ccc2c(c1)OCCO2)c1ccc(Cl)c(Cl)c1	0%	1%	13µM*	u	-3%	0%	-17%	3.5%	2.6µM*	-2%	16%
Cc1cc2ncn(-c3ncccc3[N+](=O)[O-])c2cc1C	-71%[inhibitor]	x	3%	-2	-6%	1%	2%	-0.5%	0%	4%	7%
Cc1ccccc1NC(=O)c1ccc(-c2ccc(Cl)cc2Cl)o1	-4%	-3%	9%	15	-1%	0%	7%	-0.1%	7%	-21%	17%
CCOc1ccc(C2c3[nH]c4ccccc4c3CCN2Cc2cn(CC)nc2C)cc1 (centres undefined)	-29%	0%	-38%	5	5%	3%	-13%	-0.2%	-1%	18%	13%
CCN(c1ccc(F)cc1)S(=O)(=O)c1ccc2[nH]cc(C(=O)NCCCN3CCOCC3)c(=O)c2c1	7%	-1%	5%	3	-3%	-2%	2%	0.0%	-7%	1%	10%

A draw from above in order of molecular weight, ascending.
smiles	a7 integrin act	uPA generation	BRCA1 expr act	TRPV1 agonist	TSG101-PTAP inh	USP2a inh	Eya2 phos inh	B2AR arrestin	ELG1 genotox	S-ASM inh	p53 reactivator
Cc1cc2ncn(-c3ncccc3[N+](=O)[O-])c2cc1C	-71%[inhibitor]	x	3%	-2	-6%	1%	2%	-0.5%	0%	4%	7%
O=C(Nc1ccc2c(c1)OCCO2)c1ccc(Cl)c(Cl)c1	0%	1%	13µM*	u	-3%	0%	-17%	3.5%	2.6µM*	-2%	16%
CCN(c1ccc(F)cc1)S(=O)(=O)c1ccc2[nH]cc(C(=O)NCCCN3CCOCC3)c(=O)c2c1	7%	-1%	5%	3	-3%	-2%	2%	0.0%	-7%	1%	10%

Source: PubChem (National Center for Advancing Translational Sciences (NCATS))
